beta cell repl = inducers of beta-cell replication in MIN6 cells; proliferation, % at 10 µM; AID 2380; MIN6 cells proliferation, ATPlite luminescence, 48 h; cells starved in 0.2% serum; 100% = growth in 10% serum; 330,000 compounds, 0.29% hits;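 active means compounds whose signal lies at least 3.5 SD above the mean of all wells on their plate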;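 further: 0% = DMSO-treated cells in low-serum medium and 100% = 10% serum control; some compounds called inactive have numbers as strong as hits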
A3G deaminase = blocks human APOBEC3G single-stranded DNA deamination. inhibition, % at 20 µM. 330,000 compounds, 0.28% hits. recombinant A3G, ssDNA deamination FAM/TAMRA fluorescence. Q9HC16;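 active means inhibition of at least 40% at 20 µM, with no more than 30% in the related APOBEC3A deaminase screen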;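 further: plate controls were DMSO wells with A3G for no effect and wells lacking A3G enzyme for full effect; some compounds called inactive have numbers as strong as hits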
Target sequence (Q9HC16 whole entry, looked up): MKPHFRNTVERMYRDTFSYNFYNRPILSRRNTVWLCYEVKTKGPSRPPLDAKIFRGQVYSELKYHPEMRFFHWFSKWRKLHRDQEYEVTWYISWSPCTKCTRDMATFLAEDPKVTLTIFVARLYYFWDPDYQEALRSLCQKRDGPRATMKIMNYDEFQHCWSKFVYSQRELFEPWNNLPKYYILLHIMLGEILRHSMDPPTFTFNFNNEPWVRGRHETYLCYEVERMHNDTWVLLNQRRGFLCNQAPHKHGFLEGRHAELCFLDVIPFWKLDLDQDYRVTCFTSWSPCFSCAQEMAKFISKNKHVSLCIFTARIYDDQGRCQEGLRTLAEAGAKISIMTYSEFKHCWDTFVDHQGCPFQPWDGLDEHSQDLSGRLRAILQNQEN
mIAP inh = blocks mouse intestinal alkaline phosphatase; purified mouse IAP, CDP-Star luminescence, 30 min; inhibition, % at 10 µM; 330,000 compounds, 0.2% hits;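 active means inhibition of at least 40% at 10 µM in the primary screen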;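 further: plate controls were DMSO with enzyme for no effect and no enzyme wells for full effect; values of inactives mirror those of a sister screen read the other way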
A3A deaminase = blocks human APOBEC3A ssDNA deamination. recombinant A3A, FAM/TAMRA ssDNA deamination fluorescence. 330,000 compounds, 0.41% hits. P31941. AID 493011. inhibition, % at 20 µM;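 active means at least 40% inhibition at 20 µM here, with at most 30% in a related deaminase screen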;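 further: plate controls were A3A with DMSO for no effect and wells lacking A3A enzyme for full effect; some results filed as inactive read as strong as hits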
Target sequence (P31941 whole entry, looked up): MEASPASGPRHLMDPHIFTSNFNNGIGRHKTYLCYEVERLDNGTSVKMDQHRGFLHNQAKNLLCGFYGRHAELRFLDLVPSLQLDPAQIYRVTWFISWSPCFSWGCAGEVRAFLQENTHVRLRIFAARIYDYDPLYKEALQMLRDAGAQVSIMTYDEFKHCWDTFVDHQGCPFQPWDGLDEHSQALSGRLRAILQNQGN
hIAP activ = increases human intestinal alkaline phosphatase activity | P09923 | purified human IAP, CDP-Star luminescence, 30 min; active compounds read high; 1 = vehicle-only enzyme, 0 = enzyme-free background | activation factor at 10 µM | 330,000 compounds, 0.16% hits;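 active means activation factor of the enzyme at least 2-fold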; further: the source names both 10 and 20 µM as test concentration; values of inactives mirror those of a sister screen read the other way
Target sequence (P09923 whole entry, looked up): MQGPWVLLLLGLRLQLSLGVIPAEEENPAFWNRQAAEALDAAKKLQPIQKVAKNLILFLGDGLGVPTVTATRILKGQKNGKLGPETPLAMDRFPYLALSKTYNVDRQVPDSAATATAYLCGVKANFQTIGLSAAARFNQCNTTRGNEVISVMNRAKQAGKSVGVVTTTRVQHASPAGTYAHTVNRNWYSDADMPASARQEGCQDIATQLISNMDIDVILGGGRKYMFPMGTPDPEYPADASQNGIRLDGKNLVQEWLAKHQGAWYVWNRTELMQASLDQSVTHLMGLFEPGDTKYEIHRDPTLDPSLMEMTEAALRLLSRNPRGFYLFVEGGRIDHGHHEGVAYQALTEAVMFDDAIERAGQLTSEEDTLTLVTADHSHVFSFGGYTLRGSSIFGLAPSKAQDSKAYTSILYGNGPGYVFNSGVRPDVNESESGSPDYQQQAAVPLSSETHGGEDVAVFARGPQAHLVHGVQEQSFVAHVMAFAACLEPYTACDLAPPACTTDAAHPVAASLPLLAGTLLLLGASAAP
hIAP block = blocks human intestinal alkaline phosphatase; P09923; purified IAP, CDP-Star luminescence, 30 min; inhibition, % at 10 µM; 330,000 compounds, 0.12% hits; AID 2544;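 active means inhibition reaching a set limit with compound at 10 µM in the primary screen, cut at about 35% in these data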;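 further: plate controls were DMSO wells with enzyme for no effect and no-enzyme buffer wells for full effect; values of inactives mirror those of a sister screen read the other way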
mIAP act = increases mouse intestinal alkaline phosphatase activity | muIAP, CDP-Star luminescence, 30 min; active compounds read high; 1 = vehicle-only enzyme signal, 0 = enzyme-free wells | activation factor at 10 µM | 330,000 compounds, 0.24% hits;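 active means activation factor of at least 2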; further: the source names both 10 and 20 µM as test concentration; values of inactives mirror those of a sister screen read the other way
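Assay system: mouse IAP enzyme; reagent: chemiluminescent substrate CDP-Star; dosing: test compounds delivered from DMSO solution; schedule: 30 min at room temperature; measured by: luminescence from enzymatic CDP-Star hydrolysis; controls: DMSO-only wells and no-enzyme negative control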
ATG4B inhibitor = blocks human ATG4B protease cleavage of LC3 substrate; Q9Y4P1; ATG4B cleavage of LC3-PLA2, NBD-HPC fluorescence, 1 h; inhibition, % at 8.33 µM; 340,000 compounds, 0.51% hits; in the data active means inhibition above about 40%
MPTP block = permeability transition pore inhibition | isolated mouse mitochondria, Ca2+ swelling absorbance, 30 min | inhibition, % at 10 µM | 360,000 compounds, 1.4% hits;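 active means inhibition of 50% or more, scaled per plate between neutral and stimulator controls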;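 further: 0% = DMSO wells given calcium and 100% = 1 mM EGTA wells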
Numbers without * were called inactive.

1. CCOc1cc(CN2CCCC(N3CCN(c4ccc(F)cc4)CC3)C2)ccc1OC (centres undefined)
2. COCCNC(=O)c1ccc(S(=O)(=O)N2CCCc3ccccc32)cc1
3. O=C(c1cc(Cl)cc(Cl)c1)N1CCN(c2cc(C(F)(F)F)nc3ccccc23)CC1
4. Cc1ccccc1NC(=O)c1cccnc1
5. COc1ccc(/C=C/C(=O)N(C)C2CCS(=O)(=O)C2)cc1 (centres undefined)
6. CCCn1c(SCC(=O)Nc2ccc(Cl)cn2)nnc1C1CC1

assay / entry,1,2,3,4,5,6
beta cell repl,0,2,-2,-2,-1,0
A3G deaminase,4,-8,2,4,-5,-4
mIAP inh,-5,5,-10,-2,2,-1
A3A deaminase,-10,-2,-3,-7,-3,-1
hIAP activ,1,1,1.1,1.2,0.97,1.6
hIAP block,-4,-4,-10,-21,3,-56
mIAP act,1,0.95,1.1,1,0.98,1
ATG4B inhibitor,3,-1,3,1,-4,-2
MPTP block,1.2,-0.6,4.3,4.3,-1.8,0.7

Filtered by structure, the compounds so far containing a Cl atom.
3. O=C(c1cc(Cl)cc(Cl)c1)N1CCN(c2cc(C(F)(F)F)nc3ccccc23)CC1
6. CCCn1c(SCC(=O)Nc2ccc(Cl)cn2)nnc1C1CC1

assay / entry,3,6
beta cell repl,-2,0
A3G deaminase,2,-4
mIAP inh,-10,-1
A3A deaminase,-3,-1
hIAP activ,1.1,1.6
hIAP block,-10,-56
mIAP act,1.1,1
ATG4B inhibitor,3,-2
MPTP block,4.3,0.7

Next part.
7. CC1=NN(c2ccccc2)C(=O)/C1=C\c1cn(C)c2ccccc12
8. CC(=O)Nc1c2c(nn1-c1ccc(F)cc1)CSC2
9. N#Cc1c(SCC(=O)O)nc(N2CCOCC2)c2c1CCCC2
10. COc1ccccc1N/N=C1\COC(C)(C)CC1=O
11. CC(=O)NC(Cc1ccccc1C)C(=O)NC1CCN(C(=O)c2ccc(C)cc2)CC1 (centres undefined)
12. O=C(CN1C(=O)COc2ccc(S(=O)(=O)N3CCOCC3)cc21)Nc1cccc(Cl)c1

assay / entry,7,8,9,10,11,12
beta cell repl,-2,3,-2,-2,-4,-2
A3G deaminase,0,-3,-3,-6,-3,-7
mIAP inh,28,5,-7,-2,12,-1
A3A deaminase,5,-3,0,-1,1,-8
hIAP activ,0.82,0.93,1.1,1.1,0.96,0.92
hIAP block,18,7,-8,-7,4,8
mIAP act,0.72,0.95,1.1,1,0.88,1
ATG4B inhibitor,0,6,4,9,2,2
MPTP block,0.4,-2.4,1.0,1.5,0.4,-1.1

13. COc1ccccc1C(=O)N1CCN(c2cccc(Cl)c2)CC1
14. COc1ccc(N2CCN(S(=O)(=O)c3c(C)[nH]c(C)c3C(=O)N3CCCCC3)CC2)cc1
15. Cc1ccc(C(C)(C)NC(=O)C2CCC(=O)N(CC3CCCCC3)C2)cc1 (centres undefined)
16. N#Cc1ccc(OCC(=O)NCCc2ccc(S(N)(=O)=O)cc2)cc1
17. COC(=O)C1(CCSC)NC(c2ccc(O)cc2)C2C(=O)N(c3ccc4c(c3)OCCO4)C(=O)C21 (centres undefined)
18. CCC(C)NC(=O)CN1C(=O)NC2(CCOc3ccccc32)C1=O (centres undefined)

assay / entry,13,14,15,16,17,18
beta cell repl,-1,0,-4,-1,3,0
A3G deaminase,-5,-6,-3,-6,-6,-7
mIAP inh,-7,0,1,-5,9,0
A3A deaminase,0,-7,-2,-2,-3,-3
hIAP activ,1.1,1.1,1.1,1.1,0.76,0.99
hIAP block,-13,-10,-7,-13,24,1
mIAP act,1.1,1,0.99,1.1,0.91,0.99
ATG4B inhibitor,-9,2,6,0,-7,-11
MPTP block,-0.9,0.5,-0.9,2.4,-0.3,-0.2

19. CC(C)CN(C(=O)COC(=O)CNC(=O)c1sc2ccccc2c1Cl)C1CCS(=O)(=O)C1 (centres undefined)
20. O=C1CC(C(=O)Nc2ccccc2)S/C(=N\NC(=O)c2ccccc2Cl)N1 (centres undefined)
21. FC(F)(F)Sc1ccc(NC(=S)NCc2ccccc2)cc1
22. Cc1cc(=O)[nH]c(N/N=C/c2ccc(Cl)c([N+](=O)[O-])c2)n1
23. CCOc1ccc(NC(=O)CN(C)Cc2ccc3c(c2)OCO3)cc1S(=O)(=O)N1CCCC1
24. CCn1cc(-c2cc(C(=O)O)on2)c(C)n1

assay / entry,19,20,21,22,23,24
beta cell repl,3,-1,-3,-1,-1,-4
A3G deaminase,-6,-9,-5,-3,-4,2
mIAP inh,-1,6,-132,-2,-12,-2
A3A deaminase,-2,-2,1,-3,-3,1
hIAP activ,1,1.6,1,1.1,1,1
hIAP block,0,-63,0,-10,-1,-2
mIAP act,1,0.94,2.3*,1,1.1,1
ATG4B inhibitor,0,1,73*,2,-9,1
MPTP block,1.3,-0.1,84*,2.0,-1.7,-1.4

25. CC(=O)c1cc(C(=O)N2CCCC(CCC(=O)N(C)CCc3ccccn3)C2)cs1 (centres undefined)
26. CCCOc1ccc(C(=O)OCC(=O)NCCc2ccc(OCC)c(OCC)c2)cc1OC
27. CCOC(=O)COc1ccc(Cl)cc1C1NC(=O)NC(C)=C1C(C)=O (centres undefined)
28. CC(C)CNC(=O)c1cccc(NC(=O)CSc2ccccc2)c1
29. CCc1cc2c(SCC(=O)NC3CCS(=O)(=O)C3)ncnc2s1 (centres undefined)
30. CCCCN=C1NN=C(c2cccc([N+](=O)[O-])c2)CS1

assay / entry,25,26,27,28,29,30
beta cell repl,-1,-4,0,0,1,-3
A3G deaminase,-8,2,-7,-4,-18,-10
mIAP inh,10,7,-3,-2,0,2
A3A deaminase,3,2,-3,-1,-2,-6
hIAP activ,1.1,1.3,1,0.93,1,0.87
hIAP block,-5,-25,-3,7,0,13
mIAP act,0.9,0.93,1,1,1,0.98
ATG4B inhibitor,-32,0,-3,6,6,2
MPTP block,0.5,1.0,-0.7,-0.2,-0.9,1.3

Limited to mIAP inh, for some of the entries so far:
#	SMILES	mIAP inh
25	CC(=O)c1cc(C(=O)N2CCCC(CCC(=O)N(C)CCc3ccccn3)C2)cs1 (centres undefined)	10
26	CCCOc1ccc(C(=O)OCC(=O)NCCc2ccc(OCC)c(OCC)c2)cc1OC	7

Next section.
31. COc1cc(C(=O)NC(C)C2CC3CCC2C3)ccc1OC(F)F (centres undefined)
32. O=C(Nc1nnc(-c2ccc(F)cc2)o1)c1ccco1
33. CCOc1nc(SCCOc2ccccc2)nc(N(C)C)n1
34. COCCN1CCN(c2c(C)c(C)nc3cc(-c4cccc(OC)c4)nn23)CC1
35. O=C(Nc1ccc(N2CCOCC2)cc1)C1CC(O)CN1S(=O)(=O)c1ccc(Cl)cc1 (centres undefined)
36. CCOC(=O)C1=C(C)N=c2s/c(=C\c3cccn3C)c(=O)n2C1c1cccc(OC)c1OC (centres undefined)

assay / entry,31,32,33,34,35,36
beta cell repl,5,-2,-1,-4,0,-4
A3G deaminase,1,-7,1,0,-8,-4
mIAP inh,-4,-6,-9,-2,-13,12
A3A deaminase,2,2,1,6,-2,-1
hIAP activ,1,1.1,0.93,0.99,1,0.7
hIAP block,-3,-6,7,1,-4,30
mIAP act,1,1.1,1.1,1,1.1,0.88
ATG4B inhibitor,-10,0,0,-10,-6,6
MPTP block,0.2,0.0,0.1,0.4,-1.3,2.1

37. Cc1ccc(C(NC(=O)N2CC(C)OC(C)C2)C(Cl)Cl)cc1F (centres undefined)
38. CC1CC(=O)c2cnc(NCC3CCCO3)nc2C1 (centres undefined)
39. O=C(NCC(c1cccs1)N1CCOCC1)c1cn(-c2ccccc2)nc1-c1ccc(F)cc1 (centres undefined)
40. COc1cccc(N2C(=O)C(CC(=O)Nc3ccc(F)cc3)N(C3CCCCC3)C2=O)c1 (centres undefined)
41. CCc1noc(C)c1C(=O)OCC(=O)Nc1ccccc1SC
42. O=C(Nc1nnc(-c2ccccc2)o1)NC1CCCCC1

assay / entry,37,38,39,40,41,42
beta cell repl,-3,-2,-4,-1,-4,-1
A3G deaminase,-1,-3,-12,-2,-6,0
mIAP inh,6,8,-33,-7,7,4
A3A deaminase,-1,5,-2,-6,-3,2
hIAP activ,1.1,1.1,1,1.1,1.1,1.4
hIAP block,-10,-6,0,-7,-5,-45
mIAP act,0.94,0.93,1.3,1.1,0.93,0.96
ATG4B inhibitor,-2,-1,-9,-5,5,-11
MPTP block,-0.6,1.8,1.3,3.1,-0.5,-2.2

MPTP block: hit marks shown above
entry | smiles | A3G deaminase | mIAP inh | A3A deaminase | hIAP activ | hIAP block | mIAP act | ATG4B inhibitor | MPTP block
21 | FC(F)(F)Sc1ccc(NC(=S)NCc2ccccc2)cc1 | -5 | -132 | 1 | 1 | 0 | 2.3* | 73* | 84*

(list continues)
43. CCCCCn1ccc(=O)c2c(C(F)(F)F)nccc21
44. Cc1ccc(CCNC(=O)C2CCN(C(=O)c3sccc3-n3cccc3)CC2)cc1
45. CSc1ccccc1C(=O)NC1CC2CCC1C2 (centres undefined)
46. CN(C)c1ncnc2c1ncn2C1OC(CO)C(O)C1O (centres undefined)
47. COc1ccc2[nH]c(=O)c(CNc3ccccc3C)cc2c1
48. CC(=O)c1c(C)[nH]c(C(=O)OCC(=O)Nc2ccc(Cl)cc2[N+](=O)[O-])c1C

assay / entry,43,44,45,46,47,48
beta cell repl,0,4,-2,-3,0,0
A3G deaminase,-6,7,-3,-5,7,2
mIAP inh,8,-6,7,8,4,16
A3A deaminase,-2,5,2,-1,2,0
hIAP activ,1,0.94,0.9,0.96,0.88,0.91
hIAP block,-3,6,10,4,12,9
mIAP act,0.92,1.1,0.93,0.92,0.96,0.84
ATG4B inhibitor,-7,-5,0,10,4,-4
MPTP block,5.3,-1.2,1.1,1.9,0.0,91*

49. COc1cccc(C(=O)/C=C/Nc2ccc(S(=O)(=O)Nc3ccc(C(C)=O)cc3)cc2)c1
50. CC[C@H](C)[C@H](NC(N)=O)C(=O)Nc1ccc2c(c1)OCO2
51. CCN1CCN(C(c2ccc(C(F)(F)F)cc2)c2ccc3cccnc3c2O)CC1 (centres undefined)
52. NC(=O)Cn1cc(C(=O)C(=O)N2CCOCC2)c2ccccc21
53. Cc1cc(/C=C2\C(=O)NN(c3ccccc3)C2=O)c(C)n1-c1ccccc1O
54. CC(=O)NC(c1cc(Cl)c2ccccc2c1O)C(C)C (centres undefined)

assay / entry,49,50,51,52,53,54
beta cell repl,-4,0,-5,3,-1,-2
A3G deaminase,-6,0,-7,-1,2,0
mIAP inh,-5,12,8,-4,18,-3
A3A deaminase,-1,3,-2,2,-3,2
hIAP activ,1,1,1.3,0.85,1.1,0.97
hIAP block,0,0,-31,15,-7,3
mIAP act,1.1,0.88,0.93,1,0.82,1
ATG4B inhibitor,-21,-39,2,4,4,-7
MPTP block,0.7,-0.8,-0.2,-0.6,4.1,1.3

55. C/C=C/C(=O)OCC(=O)Nc1cc([N+](=O)[O-])ccc1Cl
56. CCN(CC(=O)NCc1ccc(F)cc1)C(=O)/C=C/c1ccc(OC)cc1
57. Cc1ccc(S(=O)(=O)N2CCN(C(=O)N3CCOCC3)CC2)cc1C
58. O=C(O)CCCCCNS(=O)(=O)c1cccc2c1C(=O)c1ccccc1C2=O
59. CS(=O)(=O)c1ccc2nc(NC(=O)c3cccc([N+](=O)[O-])c3)sc2c1

assay / entry,55,56,57,58,59
beta cell repl,-4,-2,-1,-3,-4
A3G deaminase,-5,-3,1,-4,-5
mIAP inh,5,-4,12,-7,0
A3A deaminase,-1,4,-1,1,0
hIAP activ,1.1,0.98,1.1,0.95,1
hIAP block,-14,2,-6,5,0
mIAP act,0.95,1,0.88,1.1,1
ATG4B inhibitor,-4,-10,-3,6,7
MPTP block,0.0,-1.9,2.8,-0.6,1.5

Bioassay records from PubChem BioAssay.
